Screens: PubChem, National Center for Advancing Translational Sciences (NCATS)
3T3 cytotox: NIH 3T3 cell cytotoxicity; NIH 3T3 viability, CellTiter-Glo ATP luminescence, 48-72 h; Potency, µM (highest dose often 96.7 µM), inactives show at the highest dose activity change, negative = cytotoxicity, actives largely listed as inhibitors; 94,000 compounds, 4.3% hits; AID 1345082; note: potency is the fitted concentration of half-maximal effect; nearly all actives have a fitted effect of over 55% in size
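NIH 3T3 cells at 400 cells/well received 23 nL of compound by pintool and were incubated 48 or 72 h at 37 °C. Viability was read as ATP-coupled CellTiter-Glo luminescence.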
SNCA expr inhib: reduces expression of the alpha-synuclein gene; HEK-293 SNCA-luciferase knock-in, luminescence, 24 h; Potency, µM (doses to about 57.2 µM), for the others: at the top dose activity change, negative = inhibition, usual class: inhibitors; 140,000 compounds, 0.17% hits;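 note: potency is the fitted concentration of half-maximal effect; plate controls were DMSO cells for no effect and cell-free wells for full effect; nearly all actives have a fitted effect of over 45% in size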
Luciferase inh: Photinus pyralis luciferase inhibition; P08659; purified P. pyralis luciferase, luminescence, biochemical; Potency, µM (series often up to 115 µM), for the others: at the highest dose activity change, negative = inhibition, usual class: inhibitors; 76,000 compounds, 2.5% hits; AID 1347043; note: potency is the fitted concentration of half-maximal effect; nearly all actives have a fitted effect of over 65% in size
Target sequence (P08659 whole entry, looked up): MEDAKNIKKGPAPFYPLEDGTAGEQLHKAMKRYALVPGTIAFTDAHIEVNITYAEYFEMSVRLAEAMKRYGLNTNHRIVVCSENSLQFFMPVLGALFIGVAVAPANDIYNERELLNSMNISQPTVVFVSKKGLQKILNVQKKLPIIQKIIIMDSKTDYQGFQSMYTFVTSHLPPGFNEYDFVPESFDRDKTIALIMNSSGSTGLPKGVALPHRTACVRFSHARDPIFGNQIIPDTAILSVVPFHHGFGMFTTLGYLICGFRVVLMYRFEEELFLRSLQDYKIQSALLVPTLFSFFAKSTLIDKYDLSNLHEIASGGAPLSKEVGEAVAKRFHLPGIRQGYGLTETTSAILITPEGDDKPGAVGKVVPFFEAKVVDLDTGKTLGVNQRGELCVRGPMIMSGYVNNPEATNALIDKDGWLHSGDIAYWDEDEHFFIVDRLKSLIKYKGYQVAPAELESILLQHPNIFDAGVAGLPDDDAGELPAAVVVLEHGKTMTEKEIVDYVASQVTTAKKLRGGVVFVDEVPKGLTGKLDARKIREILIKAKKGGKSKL
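Inhibitors were tested against purified firefly luciferase in a biochemical, low-substrate format (both substrates at 10uM) and luminescence measured with a CCD imager.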
HEK293 viab: reduces viability of HEK-293 SNCA reporter cells; Potency, µM (series often up to 57.1 µM), for the others: top-dose activity change, negative = cytotoxicity, usual class: cytotoxic; HEK-293-SNCA-luc viability, GF-AFC fluorescence, 24 h; 150,000 compounds, 0.12% hits; AID 1671193;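 note: potency is the fitted concentration of half-maximal effect; 0% = DMSO-treated cells and -100% = medium-only wells without cells; nearly all actives have a fitted effect of over 30% in size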
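HEK-293-SNCA-luc cells (1500/well) plated 24 h, then exposed 24 h to a dilution series; GF-AFC added 30 min at 37C, fluorescence 405/540 nm; normalised to medium-only and DMSO wells, Hill fit.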
GPT2 inhibitor: inhibitors of human GPT2 alanine aminotransferase | Recombinant GPT2, coupled pyruvate oxidase/HRP Amplex Red fluorescence | 100,000 compounds, 0.25% hits | Q8TD30 | Potency, µM (top dose mostly 57.7 µM), inactives show top-dose activity change, negative = inhibition, hits mostly inhibitors; note: potency is the fitted concentration of half-maximal effect; nearly all actives have a fitted effect of over 60% in size; many of its hits are not listed in these tables
Target sequence (Q8TD30 whole entry, looked up): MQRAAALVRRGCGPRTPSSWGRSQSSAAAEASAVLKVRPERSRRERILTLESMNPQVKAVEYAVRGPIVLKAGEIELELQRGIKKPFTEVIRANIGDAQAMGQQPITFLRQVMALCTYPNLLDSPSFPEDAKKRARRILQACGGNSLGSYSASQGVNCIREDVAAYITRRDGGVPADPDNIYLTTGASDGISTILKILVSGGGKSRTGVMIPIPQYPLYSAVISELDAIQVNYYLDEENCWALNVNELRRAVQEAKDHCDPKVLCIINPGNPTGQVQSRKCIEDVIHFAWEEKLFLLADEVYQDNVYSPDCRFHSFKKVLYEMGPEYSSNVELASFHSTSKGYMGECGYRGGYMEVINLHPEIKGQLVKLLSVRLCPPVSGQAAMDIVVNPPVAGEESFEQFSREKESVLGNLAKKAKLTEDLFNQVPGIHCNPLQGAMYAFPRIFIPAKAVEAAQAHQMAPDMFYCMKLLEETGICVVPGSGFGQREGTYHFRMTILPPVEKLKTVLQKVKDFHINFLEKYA
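Inhibition is scored from Amplex Red fluorescence generated when pyruvate oxidase and HRP act on pyruvate released by GPT2. Reactions contain 10ng/uL enzyme, 250uM a-KG and 2mM L-alanine and run 30 min at room temperature.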
HEK293 tox: HEK 293 cell cytotoxicity; Potency, µM (top dose mostly 115 µM), for the others: top-dose activity change, negative = cytotoxicity, actives largely listed as inhibitors; AID 1345083; HEK 293 viability, ATP luminescence (CellTiter-Glo), 48-72 h; 94,000 compounds, 6.6% hits; note: potency is the fitted concentration of half-maximal effect; nearly all actives have a fitted effect of over 60% in size
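HEK 293 seeded at 250 cells/well receive compound via pintool. After 48 or 72 hr at 37 degree Celsius, 5% CO2 and 95% humidity, CellTiter-Glo is dispensed and luminescence read following 10 min at room temperature.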
IP6K1 inhibitor: inhibitors of human IP6K1. Q92551. IP6K1 kinase, ADP-Glo luminescence, 2 h; active compounds read low. activity change, % (series mostly up to about 58 µM). 140,000 compounds, 0.81% hits. AID 1645851; in the data active = activity change below about -25%
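ADP-Glo luminescence measures ADP made by human IP6K1 during a 2 h RT reaction with ATP/IP6 (mix at 1.3 mM/130 uM); top library doses 57.5 and 19.1 uM final.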
The depositor's hits bear a star; i = inactive; ? = inconclusive; . = no result given; [ ] = remark or other dose. Unless noted, calls come from the whole dose curve; as a rule, active = well fitted curve in the direction sought with a large enough effect; inconclusive = small, poorly fitted or top-dose-only effect, or another doubt; inactive = no such curve, though single readings can be large; an effect the other way counts as inactive or inconclusive. Unless noted, % is set by controls: 0 for no effect and ±100 for the full control effect.

SMILES	3T3 cytotox	SNCA expr inhib	Luciferase inh	HEK293 viab	GPT2 inhibitor	HEK293 tox	IP6K1 inhibitor
Cc1ccccc1CSc1ncc(Cl)c(C(=O)Nc2nc3ccc(F)cc3s2)n1	.	38%[activator]	.	1%	.	.	33
Cn1ccc2c(C(=O)NCc3cccnc3)nc(-c3cccnc3)cc21	25µM*	-4%[87.6 µM]	-2%[172 µM]	-6%[87.6 µM]	2%[88.5 µM]	-26%[172 µM]	20
COc1cccc2sc(NC(=O)c3ccc4c(c3)OCCN(C3CCC3)C4)nc12	?	?	?	?	2%[88.5 µM]	32µM*	9
COc1cccc(C(=O)N2CCc3cc(OC)c(OC)cc3C2COc2ccc3c(C)cc(=O)oc3c2)c1 (stereo not given)	.	27%	.	8%	.	.	-7
CCCOc1ccc(N2CC(C(=O)Nc3cccc(Cl)c3Cl)CC2=O)cc1 (stereo not given)	.	0%	.	-1%	.	.	37
O=C(NC1(C(F)(F)F)NC(=O)N(CCc2ccccc2)C1=O)c1ccc(Cl)cc1 (stereo not given)	.	-7%	.	-12%	.	.	8
COc1cc(Cl)ccc1C(=O)NC1CCc2nn(CC3CC3)c(=O)n2CC1 (stereo not given)	?	2%	3%	-8%	-11%	?	2
COCCN1CCNc2nc(COc3ccc(Oc4ccccc4)cc3)n(Cc3ccccc3)c2C1=O	45µM*	?	-18%	-22%	-3%	?	-17
O=C(C1CCCN(c2ccnc3ccnn23)C1)N1CCCCC1 (stereo not given)	?	7%[87.6 µM]	.	-1%[87.6 µM]	-19%[88.5 µM]	-27%[172 µM]	9
Cc1noc([C@H]2CCN(C(=O)Nc3ccc4c(c3)OCCO4)C[C@H]2NC(=O)C2CC2)n1	-6%	17%	-6%	-5%	i	-4%	-10
COc1ccc(-c2csc3nc(-c4ccccc4)oc(=O)c23)cc1OC	.	14%	.	5%	.	.	-10
COC(=O)c1c(SCC(=O)Nc2cc(OC)cc(OC)c2)[nH]c2ccc(C)cc2c1=O	.	7%	.	16%	.	.	-2
O=C(NCc1ccccc1F)c1cccc(NC(=O)N2CCSc3ncccc32)c1	.	46%[activator]	.	2%	.	.	15
O=C(O)c1ccccc1O	.	-53%[25.6 µM]	.	7%[23.9 µM]	i	.	-5
Cc1ccc(-c2nnc3ccc(NCc4ccc5c(c4)OCO5)nn23)nc1	?	-26%[87.6 µM]	3%[172 µM]	3%[87.6 µM]	2%[88.5 µM]	?	-3
Cc1ccc(CC(=O)N2C[C@@H](CN3CCOCC3)[C@@H](CO)C2)cc1F	0%	0%	8%	-13%	-15%	1%	7
Cc1ccc(S(=O)(=O)OCC(=O)Nc2ccc(C(=O)O)c(O)c2)cc1	.	-13%	.	2%	3%	.	.
O=C1NCCN2CC3(CCN(S(=O)(=O)c4cccs4)CC3)CC12 (stereo not given)	-2%	-17%	0%	2%	i	i	8
Cc1c[nH]c(CN2CCCC(CCc3ccc(F)cc3F)C2)c(C)c1=O (stereo not given)	50µM*	1%	0%	-24%	3%	?	26
Cc1ccc(Cn2c(C3CCN(C(=O)c4ccc(C(F)(F)F)cc4)CC3)n[nH]c2=O)cc1	?	-18%	6%	7%	-2%	?	-4
CCOCc1nc(C2CCCN(C(=O)Nc3ccccc3OCC)C2)no1 (stereo not given)	i	-7%	-1%	4%[12.5 µM]	i	-6%	22
CC[C@H]1CN(C(=O)c2cccnc2)CC[C@H]1CC(=O)NCc1cccnc1	-11%[174 µM]	6%[87.6 µM]	-1%[172 µM]	-1%[87.6 µM]	1%[88.5 µM]	-7%[172 µM]	17
COc1ccc(-c2ccnc(N[C@H]3CO[C@H]4[C@@H]3OC[C@@H]4NS(=O)(=O)c3ccccc3C#N)n2)cc1	?	?	-5%	1%	-3%	?	-10
CCC(=O)N1CCN(c2nc3c(s2)CC(C(=O)NCc2cccc(OC)c2)CC3)CC1 (stereo not given)	?	56%[activator]	2%	2%	-16%	?	46
Cc1nn(-c2ccccc2)c2c1C(C)N(C1CCCN(C(=O)NC3CCCC3)C1)C2=O (stereo not given)	?	.	.	.	.	?	7

Some of these compounds in order of SMILES length, rising:
SMILES	3T3 cytotox	SNCA expr inhib	Luciferase inh	HEK293 viab	GPT2 inhibitor	HEK293 tox	IP6K1 inhibitor
O=C(C1CCCN(c2ccnc3ccnn23)C1)N1CCCCC1 (stereo not given)	?	7%[87.6 µM]	.	-1%[87.6 µM]	-19%[88.5 µM]	-27%[172 µM]	9
O=C1NCCN2CC3(CCN(S(=O)(=O)c4cccs4)CC3)CC12 (stereo not given)	-2%	-17%	0%	2%	i	i	8
COc1ccc(-c2csc3nc(-c4ccccc4)oc(=O)c23)cc1OC	.	14%	.	5%	.	.	-10
Cc1ccc(-c2nnc3ccc(NCc4ccc5c(c4)OCO5)nn23)nc1	?	-26%[87.6 µM]	3%[172 µM]	3%[87.6 µM]	2%[88.5 µM]	?	-3
O=C(NCc1ccccc1F)c1cccc(NC(=O)N2CCSc3ncccc32)c1	.	46%[activator]	.	2%	.	.	15
Cc1ccc(S(=O)(=O)OCC(=O)Nc2ccc(C(=O)O)c(O)c2)cc1	.	-13%	.	2%	3%	.	.
CC[C@H]1CN(C(=O)c2cccnc2)CC[C@H]1CC(=O)NCc1cccnc1	-11%[174 µM]	6%[87.6 µM]	-1%[172 µM]	-1%[87.6 µM]	1%[88.5 µM]	-7%[172 µM]	17
Cc1nn(-c2ccccc2)c2c1C(C)N(C1CCCN(C(=O)NC3CCCC3)C1)C2=O (stereo not given)	?	.	.	.	.	?	7
COC(=O)c1c(SCC(=O)Nc2cc(OC)cc(OC)c2)[nH]c2ccc(C)cc2c1=O	.	7%	.	16%	.	.	-2
Cc1ccc(Cn2c(C3CCN(C(=O)c4ccc(C(F)(F)F)cc4)CC3)n[nH]c2=O)cc1	?	-18%	6%	7%	-2%	?	-4
COc1ccc(-c2ccnc(N[C@H]3CO[C@H]4[C@@H]3OC[C@@H]4NS(=O)(=O)c3ccccc3C#N)n2)cc1	?	?	-5%	1%	-3%	?	-10

Later entries
SMILES	3T3 cytotox	SNCA expr inhib	Luciferase inh	HEK293 viab	GPT2 inhibitor	HEK293 tox	IP6K1 inhibitor
COc1ccccc1-c1nnc([C@H]2CCN(CC3CCCCC3)C2)o1	?	0%[87.6 µM]	6%[172 µM]	-14%[87.6 µM]	-24%[88.5 µM]	?	8
Cc1ccc(NC(=O)C(=O)NCC(c2ccc3c(c2)OCO3)N2CCN(C)CC2)cc1C (stereo not given)	.	?	.	1%	.	.	-27*
COC(=O)[C@H](Cc1ccc(OC)cc1)NC(=O)[C@H]1CN(C(=O)c2cccnc2)CCN1S(C)(=O)=O	-2%	13%	9%	0%	1%	-4%	-1
Cc1cccc(CC(=O)N2CC(c3nnc(-c4ccncc4)o3)C3(CCOCC3)C2)c1 (stereo not given)	-7%	-3%	1%	2%	i	i	16
CCc1noc(-c2ccn3c(CNC(=O)c4cc5ccccc5[nH]4)nnc3c2)n1	i	45%[activator]	-8%	-1%	i	i	17
CC1(c2cccnc2)N(Cc2ccccc2)C(=O)OC12CCN(C(=O)C1CCOCC1)CC2 (stereo not given)	?	-15%	-7%	7%	4%	-4%	-7
COc1ccc(NC(=O)c2ccco2)cc1NC(=O)COc1ccccc1Cl	.	31%	.	-3%	.	.	16
COCCn1c(=O)c(C(=O)N2CCN([S+](=O)([O-])c3ccc(C)cc3)CC2)nc2cccnc21	5%	8%	.	19%	-3%	i	-15
CN(C)CCN1CCN(c2cc(C3CC(N)C3)nc(N)n2)CC1 (stereo not given)	-1%	3%	3%	-10%	-2%	0%	3
O=C(Nc1cccc(F)c1)c1cc2n(n1)CC(c1ccc(Cl)cc1)OC2 (stereo not given)	-30%	-28%	-13%	0%	i	?	11
COc1ccc(CN2C(=O)[C@@H]3C[C@@H](O)CN3C3(CN(Cc4cnc[nH]4)C3)C2=O)cc1	i	-18%[87.6 µM]	-2%[172 µM]	2%[87.6 µM]	i	4%[172 µM]	-8
CC(C)N1CC[C@@H]2[C@H]1C(=O)NC[C@H](CCC(=O)N1CCC(O)CC1)N2C	-13%[138 µM]	-8%[87.6 µM]	-2%[172 µM]	1%[87.6 µM]	-14%[88.5 µM]	-5%[172 µM]	7
COc1ccc(Cl)cc1NC(=O)Cn1nc(C(F)(F)F)c2c1CCCC2	.	-2%	.	7%	.	.	-5
O=C(CSc1ncc2c(n1)-c1cc(Cl)ccc1N(Cc1ccccc1)S2(=O)=O)NCCc1ccccc1	.	-5%	.	8%	.	.	-16
O=C1CC(c2ccccc2)N(C(=O)CNC(=O)c2ccoc2)CCCCCN1 (stereo not given)	-12%	-4%	7%	-5%	-1%	i	3
Cc1cccc(O[C@H]2COCCN(S(=O)(=O)c3c(C)noc3C)C2)n1	?	?	-5%[172 µM]	2%[87.6 µM]	-5%[88.5 µM]	-17%[172 µM]	10
COc1cc(NC(=O)CN2C(=O)C(c3ccccc3)=NC23CCCC3)cc(OC)c1OC	?	-12%	-10%	-5%[12.5 µM]	-5%	?	22
COC(=O)[C@@H]1Cc2ncn(C)c2CN1S(=O)(=O)c1ccc(Cl)cc1	?	5%[87.6 µM]	3%[172 µM]	-1%[87.6 µM]	1%[88.5 µM]	-3%[172 µM]	13
Cc1ccc(-c2cc3n(n2)CCCN(C(=O)CCN2C(=O)NC(C)(C)C2=O)C3)cc1C	-18%	6%	.	18%	4%	-25%	2
Cc1ccc(C)c(-c2cc3c(=O)n(CCNC(=O)c4ccc(F)cc4Cl)ccn3n2)c1	32µM*	?	-13%	-15%	i	40µM*	-1
Cc1nc(CN2Cc3nc(Nc4ccc(C(F)(F)F)cc4)ccc3OCC2=O)cs1	?	-34%[87.6 µM]	7%[172 µM]	?	i	?	-6
CSc1ccc(C(=O)N2CC(=O)N(Cc3cccc(F)c3)CC(O)C2)cc1 (stereo not given)	?	.	.	.	.	-18%	-8
O=C(CCn1cncn1)N1CCC(c2[nH]ncc2-c2cccc(F)c2)CC1	-29%	6%	1%	2%	i	-26%	2
COCC(=O)N1CCc2nc(C(C)C)nc(-c3ccc(OC)cc3)c2CC1	-8%	4%	1%	-16%	-3%	3%	5
CN1CCN(C(CNC(=O)C(=O)Nc2cccc(Cl)c2)c2ccc3c(c2)OCO3)CC1 (stereo not given)	.	8%	.	6%	.	.	0

These rows are one share of the data; rates above refer to the full screens.
